# Source: PubChem (National Center for Advancing Translational Sciences (NCATS))
# EPAC1 ag – EPAC1 (human) agonism; EPAC1 agonist qHTS, biochemical assay; response scale: 100% = response to 6.5 mM cAMP; Potency, µM (titrated, usually from 154 µM), for inactives: top-dose activation, hits mostly activators; hit rate 0.073% among 360,000; AID 720707; also: nearly all actives have a fitted effect of over 60% in size
#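 Multi-concentration qHTS readout: loss of Rap1B-bound BODIPY-GDP fluorescence driven by 100 nM EPAC1 with excess GDP (50 uM), monitored kinetically at room temperature; agonist response expressed relative to 6.5 mM cAMP.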
# EPAC2 agonist – activates human EPAC2 exchange factor. Q8WZA2. EPAC2 activation, biochemical qHTS; response scale: 100% = 6.5 mM cAMP response. Potency, µM (titrated, usually from 154 µM), for the others: at the top dose activation, hits mostly activators. hit rate 0.079% among 360,000; also: nearly all actives have a fitted effect of over 50% in size
# Target sequence (Q8WZA2 whole entry, looked up): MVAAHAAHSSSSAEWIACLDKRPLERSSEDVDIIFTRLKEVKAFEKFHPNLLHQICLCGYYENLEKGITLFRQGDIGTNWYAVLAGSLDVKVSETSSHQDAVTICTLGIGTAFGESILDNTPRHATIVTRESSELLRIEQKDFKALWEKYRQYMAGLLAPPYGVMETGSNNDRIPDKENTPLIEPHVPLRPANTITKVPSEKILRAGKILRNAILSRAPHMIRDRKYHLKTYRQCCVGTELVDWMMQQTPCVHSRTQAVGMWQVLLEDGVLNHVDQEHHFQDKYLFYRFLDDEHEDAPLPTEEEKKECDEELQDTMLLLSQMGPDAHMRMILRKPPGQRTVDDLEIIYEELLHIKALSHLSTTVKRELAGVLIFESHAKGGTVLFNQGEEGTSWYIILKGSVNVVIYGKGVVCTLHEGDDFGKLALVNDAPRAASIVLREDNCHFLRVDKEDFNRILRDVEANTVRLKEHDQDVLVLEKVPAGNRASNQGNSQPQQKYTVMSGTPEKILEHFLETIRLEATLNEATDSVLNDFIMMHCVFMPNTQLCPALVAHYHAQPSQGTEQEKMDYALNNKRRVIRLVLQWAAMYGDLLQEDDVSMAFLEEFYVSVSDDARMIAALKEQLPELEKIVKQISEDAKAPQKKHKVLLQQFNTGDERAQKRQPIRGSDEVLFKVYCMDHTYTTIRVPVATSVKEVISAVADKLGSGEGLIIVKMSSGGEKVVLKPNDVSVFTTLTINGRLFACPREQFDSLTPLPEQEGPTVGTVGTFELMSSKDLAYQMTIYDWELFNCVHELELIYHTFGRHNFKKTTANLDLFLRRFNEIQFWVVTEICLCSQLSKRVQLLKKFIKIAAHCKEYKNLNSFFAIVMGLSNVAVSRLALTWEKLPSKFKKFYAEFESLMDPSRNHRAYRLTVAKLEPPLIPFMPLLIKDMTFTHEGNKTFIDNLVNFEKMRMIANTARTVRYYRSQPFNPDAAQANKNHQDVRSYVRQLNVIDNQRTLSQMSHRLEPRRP
#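 Compounds were titrated in qHTS against a Rap1B-BODIPY-GDP (250 nM) complex with EPAC2 (100 nM) and GDP (50 uM). BODIPY-GDP release tracked at 480/540 nm over 30 min at room temperature, normalized to 6.5 mM cAMP.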
# EPAC1 antag – antagonists of human EPAC1; O95398; EPAC1 GEF assay, Rap1b-BODIPY-GDP exchange fluorescence; Potency, µM (titrated, usually from 115 µM), for the others: at the top dose activity change, negative = inhibition, most hits filed as inhibitors; hit rate 0.14% among 360,000; AID 720709;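 also: plate controls were vehicle for no effect and positive control for full effect; nearly all actives have a fitted effect of over 50% in size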
# FUS suppressor – rescues growth of FUS-expressing yeast; S. cerevisiae FUS-expressing, growth rescue, OD600, 24 h; Potency, µM (top dose mostly 76.6 µM), for the others: at the top dose growth rescue (activation), hits mostly activators; hit rate 0.24% among 390,000; AID 1347120;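 also: plate controls were DMSO vehicle for no effect and reference control for full effect; nearly all actives have a fitted effect of over 55% in size; some results filed as inactive show a strong effect at the top dose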
#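 Yeast expressing FUS under galactose induction, OD 0.005 in 2% galactose medium; compounds in a dilution series, 24 h at 30C. Growth rescue by absorbance at 600 nm; CP55940 positive control, DMSO negative.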
# EPAC2 antagonist – antagonists of human EPAC2. Potency, µM (highest dose often 114 µM), for the others: at the highest dose activity, negative = inhibition, hits mostly inhibitors. AID 720708. EPAC2 GEF exchange of Rap1B-BODIPY-GDP, fluorescence. hit rate 0.18% among 360,000. Q8WZA2; also: % is scaled to controls: 0 for no effect and ±100 for the full control effect; nearly all actives have a fitted effect of over 45% in size; many of its hits are not listed in these tables
# PTHR1 ag – activates the human parathyroid hormone receptor PTHR1 | Q03431 | HEK293 GP2 PTHR1 cells, GloSensor cAMP luminescence, 1 h | Potency, µM (doses to about 115 µM), without a hit: at the highest dose activation, hits mostly activators | hit rate 0.075% among 410,000; also: nearly all actives have a fitted effect of over 55% in size; some results filed as inactive show a strong effect at the top dose; inactives centre near -15; many of its hits are not listed in these tables
#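 HEK-293-derived GP2 cells expressing PTHR1 and a GloSensor cAMP reporter, 3,000/well, plated overnight, given luciferin plus IBMX (each 0.5 mM as added) for 1 h at 37 °C, then compound for 1 h at 37 °C. Luminescence was read after 15 min at room temperature.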
# aSyn rescue – rescues yeast growth from alpha-synuclein toxicity. Yeast expressing alpha-synuclein, growth rescue, BacTiter-Glo, 24 h. Potency, µM (series often up to 46.1 µM), without a hit: at the top dose growth rescue (activation), hits mostly activators. hit rate 0.14% among 370,000. AID 652106; also: % of control where 0% means no effect; nearly all actives have a fitted effect of over 65% in size
#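 Galactose-induced alpha-syn yeast (OD600=0.02, raffinose-pregrown) + pinned cpd, 24 hr, 30 deg C; growth by BacTiter-Glo luminescence. Growth restoration scores as activation.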
# TDP43 rescue – inhibitors of TDP-43 toxicity in yeast; Potency, µM (doses to about 46.1 µM), for inactives: at the top dose growth rescue (activation), hits mostly activators; AID 652104; hit rate 1.8% among 410,000; TDP-43 expressing yeast growth rescue, BacTiter-Glo, 24 h; also: % of control where 0% means no effect; nearly all actives have a fitted effect of over 50% in size
#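 Cell-based yeast growth screen: TDP-43 expression induced in galactose, inoculum OD600=0.02 after raffinose pregrowth to mid-log. Read-out BacTiter-Glo luminescence at 24 hr, 30 deg C; inhibition of toxicity seen as signal increase.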
# * = called active by the depositor; i = inactive; ? = inconclusive; · = not tested or not shown; [ ] = dose if it differs, or a comment. Calls follow the shape of the dose curve; as a rule, active = well fitted curve in the direction sought with a large enough effect; inconclusive = small, poorly fitted or top-dose-only effect, or another doubt; inactive = no such curve, though single readings can be large; an effect the other way counts as inactive or inconclusive. Potency is read from the fitted curve at half-maximal effect. The list is partial; count on the stated rates, not on these rows.
SMILES,EPAC1 ag,EPAC2 agonist,EPAC1 antag,FUS suppressor,EPAC2 antagonist,PTHR1 ag,aSyn rescue,TDP43 rescue
C[C@]12c3[nH]c4ccc(Cl)cc4c3CCN1C(=O)[C@@H](CC(=O)NCCc1ccccn1)C[C@@H]2C(=O)N1CCOCC1,-10%,-1%,-11%,-9%,7%,-3%,2%,12%
Cc1ccc(NC(=S)N(CCN(C)C)C(C)c2ccco2)cc1C (centres undefined),-5%,6%,-3%,-2%,5%,i,-16%,4%
O=C(COc1ccc(Cl)cc1)NCC(=O)N/N=C/c1cccs1,-2%,2%,-6%,-34%,-14%,i,-7%,0%
Cc1ccc(S(=O)(=O)N2CCCCC2)cc1NC(=O)c1cc2ccccc2o1,-7%,12%,33%[activator],?,2%,-18%,-2%[1.84 µM],1%
COc1ccc(C)cc1NC(=O)C(=O)N/N=C(\C)CC(=O)Nc1cccnc1,-1%,3%,9%,·,5%,i,-2%,0%
CS(=O)(=O)c1ccc2nc(NC(=O)c3ccc(NS(=O)(=O)c4cccc([N+](=O)[O-])c4)cc3)sc2c1,-4%,7%,-25%,12%,18%,i,12%,-14%
O=C(CN1C(=O)c2ccccc2S1(=O)=O)NCCSCc1c(F)cccc1Cl,11%,7%,1%,-4%,3%,-24%,1%,3%
Cc1cccc(NC(=O)CSc2nc(C)nc3c2c(=O)n(C)c(=O)n3C)c1,9%,5%,-1%,-30%,6%,-11%,-6%,12%
CCOc1cc(C(=O)N(C)Cc2cc3cc(OC)ccc3[nH]c2=O)cc(OCC)c1OCC,9%,3%,-13%,-3%,-9%,-3%[57.5 µM],-1%,-17%
Cc1cc(NS(=O)(=O)c2ccc(NC(=O)CN3C(=O)c4ccccc4C3=O)cc2)nc(C)n1,7%,2%,3%,13%,-7%,i,5%,17%

# Some entries already given, limited to FUS suppressor and aSyn rescue.
molecule | FUS suppressor | aSyn rescue
Cc1ccc(NC(=S)N(CCN(C)C)C(C)c2ccco2)cc1C (centres undefined) | -2% | -16%
Cc1ccc(S(=O)(=O)N2CCCCC2)cc1NC(=O)c1cc2ccccc2o1 | ? | -2%[1.84 µM]
C[C@]12c3[nH]c4ccc(Cl)cc4c3CCN1C(=O)[C@@H](CC(=O)NCCc1ccccn1)C[C@@H]2C(=O)N1CCOCC1 | -9% | 2%
Cc1cccc(NC(=O)CSc2nc(C)nc3c2c(=O)n(C)c(=O)n3C)c1 | -30% | -6%
O=C(COc1ccc(Cl)cc1)NCC(=O)N/N=C/c1cccs1 | -34% | -7%
Cc1cc(NS(=O)(=O)c2ccc(NC(=O)CN3C(=O)c4ccccc4C3=O)cc2)nc(C)n1 | 13% | 5%
O=C(CN1C(=O)c2ccccc2S1(=O)=O)NCCSCc1c(F)cccc1Cl | -4% | 1%

# (list continues)
SMILES,EPAC1 ag,EPAC2 agonist,EPAC1 antag,FUS suppressor,EPAC2 antagonist,PTHR1 ag,aSyn rescue,TDP43 rescue
CCOC(=O)c1c(C)[nH]c(C)c1C(=O)COC(=O)/C=C/c1cccc(C(F)(F)F)c1,-21%,-11%,-15%,?,-16%,i,4%,0%
CCOC(=O)c1[nH]c2ccccc2c1NC(=S)Nc1ccccc1,-7%,2%,-22%,-4%,-9%,i,1%,?
CCCOc1ccc(-c2c(C(=O)N/N=C/c3ccncc3)nnn2-c2nonc2N)cc1,-7%,-8%,-25%,-9%,2%,i,3%,5%
COc1cccc(C(=O)Nc2nnc(SCC(=O)NC3CC3)s2)c1,3%,-2%,3%,-1%,3%,-25%,0%,-23%
C#CCSc1n[nH]c(=O)n1-c1cccc(C(F)(F)F)c1,4%,7%,2%,2%,-2%,i,1%,-5%
CCCC(=O)Nc1cc2c3c(c1)C(C)C(=O)N3CCC2 (centres undefined),-14%,6%,-7%,-5%,7%,-15%,0%,4%
Cc1c(C(C)NC(=O)Nc2ccc(F)cc2F)cnn1C (centres undefined),7%,13%,7%,12%,-2%,-19%,-1%,-19%
O=C(c1ccc(Cl)cc1)N1CCCC(C(=O)N2CCCCC2)C1 (centres undefined),-10%,-5%,-8%,-11%,3%,i,1%,5%
O=C(c1cc2cc(Cl)ccc2oc1=O)N1CCOCC1,-4%,-3%,8%,-18%,11%,i,-2%,-6%
CCOC(=O)N1CCC(NC(=O)CN2C(=O)CCSc3ccccc32)CC1,8%,5%,-17%,-24%,-1%,-24%,1%,13%
OC(COc1ccccc1Br)CN1CCNCC1 (centres undefined),4%,4%,-7%,-18%,11%,4%,4%,-8%
CCOCCCNC(=O)C1CCCCN1S(=O)(=O)c1ccc(F)cc1 (centres undefined),4%,-4%,0%,7%,-2%,i,8%,?
COc1cccc(CC(=O)N[C@@H](CCSC)c2nc3ccccc3[nH]2)c1,13%,7%,-3%,12%,-7%,i,-2%,13%[9.22 µM]
CC(O)c1nc2ccccc2n1CC(=O)N1CCN(c2ccccc2)CC1 (centres undefined),0%,3%,8%,?,10%,-58%[inhibitor],-3%,-19%
CC(C)C[C@H]1CN=C(Nc2ccccc2)N1CC1CCC1,4%,1%,-4%,14%,3%,-26%,2%,7%
CCOC(=O)c1[nH]c(CN2CCN(c3ccc(OC)cc3)CC2)c(C(=O)OCC)c1C,7%,21%,-6%,22%,-11%,-15%,-1%,-17%
Cc1sc2nc(SCC(=O)N(C)Cc3ccccc3)n(-c3ccccc3)c(=O)c2c1C,9%,2%,-3%,-13%,2%,i,7%,9%
O=C(Nc1nsc(-c2ccccc2)n1)c1ccc(F)cc1,1%,7%,-12%,-41%,3%,-30%,5%,27%
CC1(C)C(=O)Nc2ccccc2N1C(=O)COc1cccnc1[N+](=O)[O-],-11%,10%,13%,18%,3%,i,-9%,-20%[1.82 µM]
COc1ccc(/C(N)=N/OC(=O)CCCc2ccccc2)cc1OC,-2%,0%,-13%,·,-1%,i,9%,24%
COc1cc(C(=O)OC2CC3CCC2(C)C3(C)C)ccc1OC(C)=O (centres undefined),-11%,1%,-21%,?,-22%,-62%[inhibitor],-21%,?
Cc1nc(SCC(=O)OCc2ccccc2)c(C#N)c(-c2ccccc2)c1C(=O)Nc1ccccc1,9%,3%,6%,32%,0%,-8%,16%,2%
COC(=O)c1cc(NC(=O)c2cccc(C(F)(F)F)c2)c(=O)oc1C/C=N/OCc1cccc(Cl)c1Cl,-13%,3%,-25%,-6%,9%,-6%,7%,18%
CC(=O)N1C2CCCCC2S[C@H]2CCCCC21 (some centres undefined),10%,10%,-2%,15%,-2%,-7%,0%,5%
CCN(CC)C1=N/C(=C\c2ccco2)C(=O)N1c1ccccc1,17%,9%,13%,?,-11%,-22%,5%,2%
c1cc2c(nn1)CCc1nonc1-2,5%,10%,11%,-4%,13%,i,-2%,-2%
O=C(NNC(=O)c1cccc2ccccc12)c1ccc(F)cc1,5%,5%,-6%,?,19%,-36%[inhibitor],-5%,-9%
O=C(OCC(=O)N(CCc1ccccc1)Cc1ccccc1)c1ccc(F)c(S(=O)(=O)N2CCOCC2)c1,-5%,2%,-24%,?,-6%,-34%[inhibitor],5%,-2%
Cc1oc(-c2cccc(Cl)c2)nc1CS(=O)(=O)CC(=O)NCc1ccco1,10%,5%,14%,27%,-5%,i,0%,-2%
CC1(C(=O)NS(=O)(=O)c2ccc3ccccc3c2)CCN1C(=O)C1(c2ccc(Cl)cc2)CCC1 (centres undefined),-10%,5%,?,23%,?,-24%,-40%[inhibitor],-8%

# Random excerpt: two compounds from above.
SMILES,EPAC1 ag,EPAC2 agonist,EPAC1 antag,FUS suppressor,EPAC2 antagonist,PTHR1 ag,aSyn rescue,TDP43 rescue
CCN(CC)C1=N/C(=C\c2ccco2)C(=O)N1c1ccccc1,17%,9%,13%,?,-11%,-22%,5%,2%
CC1(C(=O)NS(=O)(=O)c2ccc3ccccc3c2)CCN1C(=O)C1(c2ccc(Cl)cc2)CCC1 (centres undefined),-10%,5%,?,23%,?,-24%,-40%[inhibitor],-8%

# Carrying on:
SMILES,EPAC1 ag,EPAC2 agonist,EPAC1 antag,FUS suppressor,EPAC2 antagonist,PTHR1 ag,aSyn rescue,TDP43 rescue
COC(=O)C(O)(CC(=O)Nc1ccc(OC(F)(F)F)cc1)C(F)(F)F (centres undefined),-33%[inhibitor],-5%,9%,-20%,5%,i,0%,-8%
CCN(CC)CCNc1nc2ccccc2n1C,3%,-1%,-13%,-3%,6%,-2%[57.5 µM],1%,-4%
CCn1c(=O)cc(SCC(=O)Nc2ccc(Cl)cc2)c2ccccc21,4%,-2%,3%,23%,-6%,i,0%,-12%
CCc1noc(C)c1C(=O)N(C)CC(=O)Nc1ccc(F)c(F)c1F,-4%,29%,9%,-5%,-3%,18%,1%,12%
Cc1ccc(NC(=O)/C(=C\C=C\c2ccccc2)NC(=O)c2ccccc2)cc1,-21%,0%,5%,28%,-3%,i,2%,1%
CCc1ccc(NC(=O)CN(CC(=O)Nc2ccc(CC)cc2)CC(C)O)cc1 (centres undefined),-7%,-2%,-23%,31%,-20%,i,5%,10%
CC(=O)Nc1ccc(N=Cc2c(O)ccc3ccccc23)cc1,-194%[inhibitor],-359%[inhibitor],260%[activator],-17%,47%[activator],i,11%,-20%
CCCCNS(=O)(=O)c1ccc2nc(SCC(=O)Nc3cc(C)cc(C)c3)[nH]c2c1,-4%,2%,-21%,-13%,-10%,i,1%,10%
CCC(=O)c1c[nH]c(C(=O)N2CCN(c3ccccc3)CC2)c1,-1%,21%,-1%,5%,1%,-22%,-4%,-13%
C=C(C)Cn1c(C)cc(C)c(S(=O)(=O)c2cccc(C)c2)c1=O,7%,3%,-5%,39%,3%,14%,-2%,2%
O=C(O)c1ccc(Nc2ccc(Cl)c(Cl)c2)c([N+](=O)[O-])c1,10%,-4%,10%,-14%,-19%,i,2%,19%
